Bioassay records as filed in PubChem.
PERK inh = human PERK inhibition, primary cell-based screen; actives 0.17% (n = 220,000); Q9NZJ5; CHO PERK-DD fusion, SEAP luminescence translation reporter; AID 1416; inhibition, % at 5.6 µM;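 active = inhibition above the mean inhibition of all tested compounds plus 3 SD, set separately per screening campaign, cut at about 2.9% in these data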;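 note: PERK kinase domain activated by AP20187 dimerizer at 100 nM; 0% = DMSO with dimerizer and 100% = rapamycin at 8.4 µM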
MDM2 E3 inh = blocks human Mdm2 ubiquitin ligase activity | cell-based MDM2 ubiquitination luciferase reporter, 2 h; 0 = plate control, 100 = twice control, blank-subtracted | signal enhancement, % at 5 µM | Q00987 | actives 0.11% (n = 210,000);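 active = signal enhancement of 30% or more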;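 note: luminescence tracks abundance of the self-degrading MDM2-luciferase fusion protein; higher signal means inhibition of MDM2 E3 ligase activity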
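test system = mammalian cells stably expressing self-ubiquitinating, self-degrading MDM2 E3–luciferase fusion | quantity = 2000 cells/well | incubation = cell settling 4 h, compound treatment 2 h, both 37 °C | signal = luminescence with SteadyLite reagent, 15 min at room temperature | evaluation = % enhancement relative to plate controls after blank subtraction | benchmarks = plate controls and plate blanks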
NPY2 pot ag = potentiates or activates human NPY-Y2 receptor | actives 0.45% (n = 220,000) | AID 1359 | P49146 | cells expressing NPY-Y2, potentiator/agonist read-out | activation, % at 3.6 µM; in the data active = activation above about 27%;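 note: cells stimulated with NPY near EC25 plus isoproterenol at EC100; 0% = vehicle plus submaximal agonist and 100% = vehicle plus saturating agonist; some results beyond the cut were filed as inactive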
Target sequence (P49146 whole entry, looked up): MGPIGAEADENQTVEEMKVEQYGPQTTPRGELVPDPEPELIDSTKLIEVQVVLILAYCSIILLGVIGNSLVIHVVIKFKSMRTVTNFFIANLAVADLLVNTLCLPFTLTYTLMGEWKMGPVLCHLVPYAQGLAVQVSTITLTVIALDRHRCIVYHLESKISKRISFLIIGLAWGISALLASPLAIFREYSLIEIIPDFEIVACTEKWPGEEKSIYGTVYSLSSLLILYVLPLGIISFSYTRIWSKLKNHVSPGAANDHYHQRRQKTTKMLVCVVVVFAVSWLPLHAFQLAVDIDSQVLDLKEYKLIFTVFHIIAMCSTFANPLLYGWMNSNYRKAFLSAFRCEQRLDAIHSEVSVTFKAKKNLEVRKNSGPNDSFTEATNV
Wee1 degr inh = blocks degradation of human Wee1 kinase; P30291; HeLa Luc-Wee1K328M stability, luciferase luminescence; 100% = proteasome inhibitor MG132 effect; reporter increase, % at 5 µM; actives 1.2% (n = 220,000); AID 1321;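 active = activation above the mean of all tested compounds plus 3 SD, set per screening run, cut at about 8.8% in these data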;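 note: cells exposed to compound for 20 h before luminescence read; 0% = DMSO alone and 100% = MG132 at 30 µM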
Target sequence (P30291 whole entry K328M): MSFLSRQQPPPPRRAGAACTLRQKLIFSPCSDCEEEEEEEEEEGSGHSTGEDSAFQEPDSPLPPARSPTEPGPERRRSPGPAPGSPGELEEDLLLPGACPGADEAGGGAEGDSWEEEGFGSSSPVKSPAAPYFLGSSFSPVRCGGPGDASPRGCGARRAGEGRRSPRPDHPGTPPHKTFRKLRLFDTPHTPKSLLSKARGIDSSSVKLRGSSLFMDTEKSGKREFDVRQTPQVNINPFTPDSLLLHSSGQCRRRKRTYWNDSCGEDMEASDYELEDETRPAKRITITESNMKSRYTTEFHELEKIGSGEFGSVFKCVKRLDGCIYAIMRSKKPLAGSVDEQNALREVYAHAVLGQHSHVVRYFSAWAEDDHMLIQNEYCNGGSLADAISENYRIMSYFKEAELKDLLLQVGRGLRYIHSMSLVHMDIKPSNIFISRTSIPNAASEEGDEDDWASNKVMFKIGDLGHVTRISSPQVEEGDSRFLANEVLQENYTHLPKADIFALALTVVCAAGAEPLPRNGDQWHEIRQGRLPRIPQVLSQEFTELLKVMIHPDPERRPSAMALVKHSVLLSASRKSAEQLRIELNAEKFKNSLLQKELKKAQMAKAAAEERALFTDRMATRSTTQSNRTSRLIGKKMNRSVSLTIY
eIF4E-4G inh = eIF4E/eIF4G interaction inhibition in translation initiation; inhibition, % at 21.7 µM; TR-FRET eIF4E-eIF4GI(517-606) binding, 2 h; actives 0.37% (n = 220,000); P63073+Q04637;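 active = inhibition above about 30%, limit read from the data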;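 note: 0% = full FRET control wells and 100% = background wells lacking eIF4GI fragment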
S1P4 ag = activates the human S1P4 receptor | AID 1509 | O95977 | activation, % at 4.98 µM | S1P4-expressing cell line, agonist reporter assay | actives 0.35% (n = 220,000); in the data active = activation above about 11%;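 note: 0% = DMSO vehicle and 100% = reference agonist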
Ba/F3 V617F tox = lowers viability of Ba/F3 cells expressing EpoR and JAK2V617F | ATP luminescence | inhibition, % at 5.6 µM | actives 1.1% (n = 220,000);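 active = inhibition above the campaign mean plus 3 SD over all tested compounds, cut at about 24% in these data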;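 note: cytokine-independent growth of Ba/F3 cells driven by EpoR plus mutant JAK2; 0% = DMSO-treated cells and 100% = JAK inhibitor I control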
BaF3 parental = parental Ba/F3 viability inhibition as JAK2V617F counter-screen; CellTiter-Glo ATP luminescence; inhibition, % at 5.6 µM; actives 1.1% (n = 220,000); AID 1486;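 active = inhibition above a per-campaign cutoff, the mean inhibition of all tested compounds plus 3 SD, cut at about 27% in these data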;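 note: 0% = DMSO wells and 100% = JAK Inhibitor I control wells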
S1P4 antag = antagonists of human S1P4 receptor | actives 0.26% (n = 220,000) | AID 1510 | inhibition, % at 4.98 µM | S1P4-expressing cells, antagonist mode, reporter read-out | O95977; in the data active = inhibition above about 29%;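 note: 0% = wells stimulated with agonist and 100% = vehicle wells without agonist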
* marks the source's active call; other numbers are inactive results; [ ] = dose if it differs, or a comment.

How did Cc1cccc(SCc2noc(C(=O)NCC3CCCO3)c2C(=O)O)c1 (centres undefined) do in these assays?
PERK inh: 0.7; MDM2 E3 inh: -11.3; NPY2 pot ag: -20.2; Wee1 degr inh: -1.1; eIF4E-4G inh: 6.7[fluorescence artefact?]; S1P4 ag: 1.4; Ba/F3 V617F tox: 1.3; BaF3 parental: 1.9; S1P4 antag: 1.9

Results for CCN(CC)CCCNc1nc(-c2ccccc2)nc2ccccc12 ?
PERK inh: -0.9; MDM2 E3 inh: -9.3; NPY2 pot ag: -5.7; Wee1 degr inh: -1.7; eIF4E-4G inh: 9.7; S1P4 ag: 0.1; Ba/F3 V617F tox: 2.2; BaF3 parental: 5.8; S1P4 antag: -12.5

What do the screens show for `CCN(CC)CCNC(C(=O)Nc1cccc(C(C)=O)c1)c1ccccc1` (centres undefined)?
PERK inh: 1.0; MDM2 E3 inh: -52.2; NPY2 pot ag: -11.6; Wee1 degr inh: 2.3; eIF4E-4G inh: 2.8; S1P4 ag: -1.8; Ba/F3 V617F tox: -1.6; BaF3 parental: 2.9; S1P4 antag: 15.8

What do the screens show for `O=Cc1ccc(-c2ccc(Cl)cc2Cl)[nH]1`?
PERK inh: 4.2*; MDM2 E3 inh: -11.2; NPY2 pot ag: -13.8; Wee1 degr inh: 1.6; eIF4E-4G inh: -1.8; S1P4 ag: 0.7; Ba/F3 V617F tox: -4.2; BaF3 parental: 7.2; S1P4 antag: -3.7

How did CCOCCCn1c(SCC(=O)Nc2cccc(S(=O)(=O)NC3=NCCCCC3)c2)nc2ccccc2c1=O do in these assays?
PERK inh: -1.4; MDM2 E3 inh: 4.9; NPY2 pot ag: 9.2; Wee1 degr inh: 4.3; eIF4E-4G inh: 0.2; S1P4 ag: 1.0; Ba/F3 V617F tox: 2.2; BaF3 parental: -2.3; S1P4 antag: -11.0

How did O=C(NC(Cc1ccccc1)C(=O)O)c1ccco1 (centres undefined) do in these assays?
PERK inh: 0.7; MDM2 E3 inh: 2.5; NPY2 pot ag: -3.5; Wee1 degr inh: -1.6; eIF4E-4G inh: -3.2; S1P4 ag: 0.7; Ba/F3 V617F tox: -1.0; BaF3 parental: 4.7; S1P4 antag: 10.1

Results for CCN(CC)S(=O)(=O)c1cc(NC(=O)[C@@H](NC(N)=O)C(C)C)ccc1C ?
PERK inh: 0.8; MDM2 E3 inh: -12.5; NPY2 pot ag: 4.2; Wee1 degr inh: -0.2; eIF4E-4G inh: 1.9; S1P4 ag: 1.3; Ba/F3 V617F tox: 2.4; BaF3 parental: 5.7; S1P4 antag: -3.4

Results for Cc1ccc(N2C(=O)N(CC(=O)N3CCOCC3)C(=O)C2C)cc1 (centres undefined) ?
PERK inh: 0.0; MDM2 E3 inh: -7.7; NPY2 pot ag: -13.7; Wee1 degr inh: -1.0; eIF4E-4G inh: -1.7; S1P4 ag: 0.1; Ba/F3 V617F tox: 3.8; BaF3 parental: 4.5; S1P4 antag: -6.0

Results for O=C(Nc1ccc(N2CCN(c3ncccc3C(F)(F)F)CC2)nc1)c1cccs1 ?
PERK inh: -0.6; MDM2 E3 inh: 0.8; NPY2 pot ag: 37.2; Wee1 degr inh: -0.6; eIF4E-4G inh: 5.9; S1P4 ag: -0.1; Ba/F3 V617F tox: 5.9; BaF3 parental: 4.2; S1P4 antag: -6.6

Results for C=CCSc1nc2c(c(=O)[nH]c(=O)n2C)n1Cc1ccc(C)cc1 ?
PERK inh: 0.2; MDM2 E3 inh: -0.6; NPY2 pot ag: -1.7; Wee1 degr inh: -4.0; eIF4E-4G inh: 3.0; S1P4 ag: 2.2; Ba/F3 V617F tox: -3.5; BaF3 parental: -1.2; S1P4 antag: 4.3

How did CC1CC(=S)Nc2ccccc2S1 (centres undefined) do in these assays?
PERK inh: 0.8; NPY2 pot ag: 11.3; Wee1 degr inh: -1.1; eIF4E-4G inh: 1.5[fluorescence artefact?]; S1P4 ag: 0.1; Ba/F3 V617F tox: -4.2; BaF3 parental: -3.0; S1P4 antag: -10.3

What do the screens show for `O=C(Cc1cccs1)Nc1ccc(S(=O)(=O)N2CCCCC2)cc1`?
PERK inh: 0.5; MDM2 E3 inh: -3.5; NPY2 pot ag: -11.6; Wee1 degr inh: -0.6; eIF4E-4G inh: -0.8; S1P4 ag: -1.0; Ba/F3 V617F tox: 3.6; BaF3 parental: 1.2; S1P4 antag: -7.2

What do the screens show for `C=CCn1c(C#N)c(N)sc1=N`?
PERK inh: -0.2; MDM2 E3 inh: -1.0; NPY2 pot ag: 5.7; Wee1 degr inh: 1.1; eIF4E-4G inh: 2.6; S1P4 ag: -0.1; Ba/F3 V617F tox: -5.4; BaF3 parental: -0.9; S1P4 antag: -10.8

Results for O=C(NNC(=O)c1cccnc1)Nc1cccc(Cl)c1Cl ?
PERK inh: 1.3; MDM2 E3 inh: -7.8; NPY2 pot ag: -9.2; Wee1 degr inh: 1.9; eIF4E-4G inh: -1.6; S1P4 ag: 1.8; Ba/F3 V617F tox: -1.6; BaF3 parental: 1.2; S1P4 antag: -8.7

What do the screens show for `Cc1ccc(N(CCC(=O)O)S(=O)(=O)c2ccc(C)cc2)cc1`?
PERK inh: 1.9; MDM2 E3 inh: 6.1; NPY2 pot ag: -3.8; Wee1 degr inh: -3.2; eIF4E-4G inh: -3.5; S1P4 ag: 1.2; Ba/F3 V617F tox: -2.2; BaF3 parental: 3.2; S1P4 antag: -0.9

Results for O=C(Nc1cc(C(F)(F)F)ccc1F)C1CCC1 ?
PERK inh: 1.1; MDM2 E3 inh: 6.9; NPY2 pot ag: 8.8; Wee1 degr inh: -1.8; eIF4E-4G inh: -7.4; S1P4 ag: 0.9; Ba/F3 V617F tox: 0.5; BaF3 parental: -1.5; S1P4 antag: 0.5

What do the screens show for `Cc1[nH]c2ccc(C(=O)N3CCCCC3)cc2c1C`?
PERK inh: 0.8; MDM2 E3 inh: -6.2; NPY2 pot ag: -7.0; Wee1 degr inh: 0.2; eIF4E-4G inh: -0.5; S1P4 ag: -1.5; Ba/F3 V617F tox: -2.6; BaF3 parental: 2.8; S1P4 antag: -4.5

How did COc1ccc(OCCOCCN2CCOCC2)cc1 do in these assays?
PERK inh: -0.1; MDM2 E3 inh: -20.0; NPY2 pot ag: -2.8; Wee1 degr inh: -2.2; eIF4E-4G inh: -9.6; S1P4 ag: 0.9; Ba/F3 V617F tox: 5.9; BaF3 parental: 8.0; S1P4 antag: -8.7

How did Cn1c(=O)c(C=Nc2ccccc2)c(O)c2ccccc21 do in these assays?
PERK inh: -0.6; MDM2 E3 inh: -17.5; NPY2 pot ag: 8.5; Wee1 degr inh: 1.2; eIF4E-4G inh: 1.6; S1P4 ag: 0.3; Ba/F3 V617F tox: -2.0; BaF3 parental: -3.9; S1P4 antag: 4.9

What do the screens show for `CN(C)C(=O)c1coc2nc3ccccc3nc12`?
PERK inh: 0.6; MDM2 E3 inh: -14.8; NPY2 pot ag: -14.1; Wee1 degr inh: -2.7; eIF4E-4G inh: 0.6; S1P4 ag: 3.5; Ba/F3 V617F tox: -2.6; BaF3 parental: 3.6; S1P4 antag: -15.1

Results for Nc1ccccc1Sc1cc(Cl)nnc1Cl ?
PERK inh: -1.9; MDM2 E3 inh: -81.8; NPY2 pot ag: -4.0; Wee1 degr inh: 3.6; eIF4E-4G inh: -4.3; S1P4 ag: -0.4; Ba/F3 V617F tox: 2.7; BaF3 parental: -0.4; S1P4 antag: 18.3

How did COc1ccc(CCNC(=O)COC(=O)C23CC4CC(CC(C4)C2)C3)cc1 do in these assays?
PERK inh: 1.0; MDM2 E3 inh: -6.8; NPY2 pot ag: -5.8; Wee1 degr inh: -0.7; eIF4E-4G inh: 0.1; S1P4 ag: 11.1*; Ba/F3 V617F tox: 0.1; BaF3 parental: 3.9; S1P4 antag: -2.7

What do the screens show for `CC(C(=O)N1CCCc2ccccc21)N1CCN(c2ccccn2)CC1` (centres undefined)?
PERK inh: 0.6; MDM2 E3 inh: -1.4; NPY2 pot ag: -9.0; Wee1 degr inh: 1.4; eIF4E-4G inh: -5.4; S1P4 ag: -1.1; Ba/F3 V617F tox: 1.9; BaF3 parental: 0.6; S1P4 antag: -29.0

How did Cc1ccc(OCC(=O)Nc2ccc(N3CCCC3)cc2)cc1C do in these assays?
PERK inh: 0.1; MDM2 E3 inh: -20.4; NPY2 pot ag: 0.3; Wee1 degr inh: 1.2; eIF4E-4G inh: -17.3[fluorescence artefact?]; S1P4 ag: -1.4; Ba/F3 V617F tox: -1.6; BaF3 parental: 2.4; S1P4 antag: 1.8

Results for Cc1ccc(C(=O)N/C(=C\c2cccs2)C(=O)NCCc2ccccn2)cc1C ?
PERK inh: -0.3; MDM2 E3 inh: -1.2; NPY2 pot ag: 0.9; Wee1 degr inh: 3.0; eIF4E-4G inh: -2.5; S1P4 ag: 0.5; Ba/F3 V617F tox: -2.4; BaF3 parental: 5.8; S1P4 antag: -19.7

Results for CCOc1ccccc1NC(=O)C(OC(=O)c1ccccc1O)c1ccccc1 (centres undefined) ?
PERK inh: 0.2; MDM2 E3 inh: -6.4; NPY2 pot ag: 5.4; Wee1 degr inh: -0.4; eIF4E-4G inh: 2.6; S1P4 ag: 0.5; Ba/F3 V617F tox: 2.7; BaF3 parental: 5.3; S1P4 antag: -17.5

Results for O=c1[nH]c(=O)n(C2CCCO2)cc1Br (centres undefined) ?
PERK inh: 0.8; MDM2 E3 inh: -16.8; NPY2 pot ag: -2.9; Wee1 degr inh: -0.1; eIF4E-4G inh: -9.6; S1P4 ag: 0.7; Ba/F3 V617F tox: -1.5; BaF3 parental: 3.4; S1P4 antag: -9.2

How did Cc1noc(NS(=O)(=O)c2ccc(N/C=C\C(=O)c3cccs3)cc2)c1C do in these assays?
PERK inh: 0.1; MDM2 E3 inh: -15.1; NPY2 pot ag: -12.1; Wee1 degr inh: 2.3; eIF4E-4G inh: -1.9; S1P4 ag: 1.6; Ba/F3 V617F tox: 1.9; BaF3 parental: 6.7; S1P4 antag: -6.3

Results for CC(=O)Nc1ccc(OC(=O)COc2ccc(Br)cc2)cc1 ?
PERK inh: 1.0; MDM2 E3 inh: 1.3; NPY2 pot ag: -8.6; Wee1 degr inh: -1.1; eIF4E-4G inh: 4.2; S1P4 ag: 0.8; Ba/F3 V617F tox: -2.5; BaF3 parental: 4.6; S1P4 antag: -11.6

What do the screens show for `CC(=O)Nc1ccc(S(=O)(=O)NC(CC(=O)N(C)Cc2ccccc2)C(C)C)cc1` (centres undefined)?
PERK inh: 1.2; MDM2 E3 inh: -2.9; NPY2 pot ag: 16.2; Wee1 degr inh: -0.8; eIF4E-4G inh: 0.6; S1P4 ag: -1.1; Ba/F3 V617F tox: -3.4; BaF3 parental: 0.2; S1P4 antag: 8.6

What do the screens show for `Cc1ccccc1NC(=O)CC1(c2ccc(N(C)C)cc2)C(=O)c2ccccc2C1=O`?
PERK inh: -0.1; MDM2 E3 inh: -9.8; NPY2 pot ag: -1.1; Wee1 degr inh: -1.2; eIF4E-4G inh: 6.3; S1P4 ag: 0.9; Ba/F3 V617F tox: -2.4; BaF3 parental: 1.5; S1P4 antag: -5.7

How did COCC(=O)Nc1ccc2nc3n(c(=O)c2c1)CCCCC3 do in these assays?
PERK inh: -0.8; MDM2 E3 inh: -5.3; NPY2 pot ag: -9.8; Wee1 degr inh: 1.0; eIF4E-4G inh: 2.5; S1P4 ag: 2.1; Ba/F3 V617F tox: 1.6; BaF3 parental: -1.0; S1P4 antag: -5.7
